hcDAF-12 act – H. contortus DAF-12 activation, primary screen. 1.4% of 370,000 active. activation, % at 6.8 µM. AID 652067. HEK293 hcDAF-12 lit1-tk-luc reporter, luminescence; 0% DMSO, 100% Δ7-dafachronic acid;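 active = activation above the mean of all tested compounds plus 3 SD, cut at about 5.5% in these data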;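 also: 100% = response to 3 µM Δ7-dafachronic acid high control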
ADAM17 inh – inhibits human ADAM17 | 0.83% of 370,000 active | P78536 | inhibition, % at 6.95 µM | AID 720648 | recombinant ADAM17, EDANS/DABCYL FRET peptide cleavage;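 active = inhibition above the mean of compounds lying between control limits plus 3 SD, set per campaign, cut at about 8.5% in these data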;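 also: 0% = DMSO-only wells as the low control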
Target sequence (P78536 215-824 limits assumed): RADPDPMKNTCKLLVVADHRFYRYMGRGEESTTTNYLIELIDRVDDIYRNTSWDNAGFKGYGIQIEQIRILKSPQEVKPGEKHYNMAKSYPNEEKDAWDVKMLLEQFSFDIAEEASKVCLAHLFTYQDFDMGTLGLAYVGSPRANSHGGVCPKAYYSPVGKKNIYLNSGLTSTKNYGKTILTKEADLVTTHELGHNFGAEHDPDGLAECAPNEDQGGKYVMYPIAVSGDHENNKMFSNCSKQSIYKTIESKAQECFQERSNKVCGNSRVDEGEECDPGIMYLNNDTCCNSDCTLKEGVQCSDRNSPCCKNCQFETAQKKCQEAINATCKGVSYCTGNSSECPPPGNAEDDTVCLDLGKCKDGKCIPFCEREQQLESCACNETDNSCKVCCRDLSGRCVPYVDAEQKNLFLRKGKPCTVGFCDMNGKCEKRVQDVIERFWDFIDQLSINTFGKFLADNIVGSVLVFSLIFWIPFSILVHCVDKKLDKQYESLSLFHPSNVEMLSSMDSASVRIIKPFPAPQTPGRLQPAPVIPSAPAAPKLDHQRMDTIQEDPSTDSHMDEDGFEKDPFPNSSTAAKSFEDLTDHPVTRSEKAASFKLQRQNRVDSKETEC
Rev-erbA mod – modulates human Rev-erb alpha binding to DNA | P20393 | Rev-erbα–FITC-DNA binding, fluorescence polarization, 90 min | activity, % at 10 µM | 0.79% of 370,000 active;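 active = activity above about 14%, limit read from the data; passing the limit was not always enough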;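 also: 0% = DMSO wells with 35 nM protein and 100% = DMSO wells with 750 nM protein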
PLCg1 inh – blocks human PLC-gamma1 enzyme activity | 0.84% of 370,000 active | AID 720700 | inhibition, % at 12.2 µM | purified PLC-gamma1, fluorogenic substrate, fluorescence; in the data active = inhibition above about 9.5%
DAX1 inh-1 – inhibits human nuclear receptor DAX1. AID 504766. inhibition, % at 6.75 µM. HEK293 Gal4-DAX1 luciferase reporter, luminescence. P51843. 0.99% of 340,000 active;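 active = inhibition above the mean over all tested compounds plus 3 SD, cut at about 4.2% in these data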;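 also: 0% = DAX1-transfected cells with DMSO and 100% = empty-vector control cells with DMSO; inhibition shows as a rise in luminescence from relieved DAX1 repression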
Target sequence (P51843 207-470 limits assumed): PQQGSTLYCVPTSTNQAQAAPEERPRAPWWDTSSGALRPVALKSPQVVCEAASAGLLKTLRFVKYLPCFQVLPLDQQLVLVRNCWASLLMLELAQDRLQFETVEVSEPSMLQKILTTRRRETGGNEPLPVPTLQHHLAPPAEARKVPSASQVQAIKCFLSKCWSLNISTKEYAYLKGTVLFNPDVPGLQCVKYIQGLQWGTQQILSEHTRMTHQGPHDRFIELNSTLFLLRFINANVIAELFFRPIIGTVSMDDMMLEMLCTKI
PLC-beta3 inh – PLC-beta3 (human) inhibition, primary screen; Q01970; Purified PLC-beta3, fluorogenic substrate, fluorescence; inhibition, % at 12.2 µM; 0.18% of 370,000 active; in the data active = inhibition above about 11%;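 also: 0% = median of compound wells on plate and 100% = full blocker control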
ssDAF12 agonist – S. stercoralis DAF-12 activation, primary screen; HEK293 ssDAF-12/GRIP1 lit1-tk-luc reporter, luminescence; % of 3 µM dafachronic acid response; AID 652126; 1% of 370,000 active; activation, % at 6.8 µM;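 active = activation above the mean over all tested compounds plus 3 SD, cut at about 0.9% in these data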;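 also: 0% = DMSO-only wells and 100% = 3 µM delta7-dafachronic acid wells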
SMARCA2 activ – SMARCA2 function activation, primary screen | activation, % at 9.1 µM | 1% of 370,000 active | MG213 cells, MMTV-luciferase reporter, dexamethasone, overnight; in the data active = activation above about 7.8%;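 also: 0% = vehicle wells and 100% = reference activator wells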
MBD2 DNA inh – blocks human MBD2 binding to methylated DNA; Q9UBB5; TR-FRET, MBD2 binding to methylated oligonucleotide; inhibition, % at 4.4 µM; 0.31% of 370,000 active; AID 686964; in the data active = inhibition above about 13%
hgDAF12 agonist – agonists of H. glycines DAF-12 nuclear receptor. HEK293 GAL4-hgDAF12 UAS-luciferase reporter, agonist luminescence; normalized to butyrate control. activation, % at 6.8 µM. 1.8% of 370,000 active. AID 687014;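 active = activation above a cutoff set at the mean of all screened compounds plus 3 SD, cut at about 10% in these data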;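 also: 0% = DMSO wells and 100% = sodium butyrate wells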
DAX1 inh-2 – inhibitors of DAX1 repression of SF-1 activated StAR promoter | inhibition, % at 6.8 µM | AID 652010 | HEK293T StAR-luciferase reporter, SF-1/DAX-1 repression relief | 1.1% of 370,000 active;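 active = inhibition above the mean over all tested compounds plus 3 SD, cut at about 3.6% in these data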;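 also: 0% = DAX-1 cells with DMSO and 100% = cells lacking DAX-1 with DMSO; higher inhibition means more luminescence from relief of DAX-1 repression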
Numbers without * were called inactive; nt = not tested or not shown.

SMILES	hcDAF-12 act	ADAM17 inh	Rev-erbA mod	PLCg1 inh	DAX1 inh-1	PLC-beta3 inh	ssDAF12 agonist	SMARCA2 activ	MBD2 DNA inh	hgDAF12 agonist	DAX1 inh-2
O=C1NC[C@@H](CCCCN2CCN(CCc3ccc(O)cc3)C(=O)C2=O)N(Cc2ccccc2)C1=O	1.5	-1	-3	1	nt	4	-0.9	0	-1	-1.1	-0.5
Cc1ccc(Nc2nc3ccccc3s2)c(C)c1	9.1*	9.0*	-4	7	0.4	3	1.2*	0	2	21*	3.5
COc1cccc(N2CC(C(=O)Nc3nnc(SCc4cccnc4)s3)CC2=O)c1 (stereo unspecified)	-0.9	4	1	6	-0.7	1	0.3	1	2	-2.8	-0.7
CCC(=O)Nc1c(C(=O)Nc2cccc(OC)c2)oc2ccccc12	-0.3	-1	1	-10	0.2	-13	-1.3	2	-4	5.0	0.8
COC(=O)c1cc(=O)cc(C(=O)OC)o1	-1.7	8.7*	-3	8	1.1	9	-0.3	-4	-2	1.2	0.1
N#CCc1ccc(OC(=O)c2cnccc2C(F)(F)F)cc1	-0.8	-6	3	3	1.5	-1	-0.8	-2	-3	-2.4	-0.2
CC(C)(C)OC(=O)C[C@H]1C/C=C\C[C@H](CC(=O)N[C@H](CO)Cc2ccccc2)C(=O)N[C@H](Cc2ccccc2)COC1=O	-0.6	-2	0	-1	-0.1	-1	-1.0	-1	0	-0.4	-0.4
O=c1ccoc2ccccc12	1.0	0	3	5	nt	7	0.1	1	-1	1.2	0.4
CCC(=O)Nc1ccc(C(=O)Nc2cccnc2)cc1	0.3	-4	2	3	-0.4	4	-0.5	4	-1	0.8	0.3
Cc1cc(C)nc(Nc2ncc(O)n2-c2ccc(Br)cc2)n1	-1.8	-3	-2	1	0.1	-1	-1.6	-3	2	-1.9	0.2
CCOc1c2ccccc2nn1CCOC	-0.1	1	-1	-2	2.5	-3	-0.9	-2	-2	-0.8	-0.2
S=c1[nH]nc(-c2ccc(Cl)cc2)n1/N=C/c1cccs1	-0.8	-2	5	1	nt	-2	-1.5	-2	-1	-2.6	-0.6
Cc1nnc(NC(=O)c2ccccc2NC(=O)c2ccccc2)s1	1.9	-5	-2	-7	1.0	-13	-1.2	-3	1	0.7	-0.9
CCOc1ccc(C2CC(c3ccccc3C)n3ncnc3N2)cc1 (stereo unspecified)	2.8	-7	7	-5	2.5	-9	-0.4	0	9	6.5	0.4
CCN(C(=O)COC(=O)c1cc(-c2cccc3ccccc23)nc2ccccc12)C1CCS(=O)(=O)C1 (stereo unspecified)	-4.0	-13	6	-229	-1.5	-288	-2.0	-4	5	-1.6	-0.7
COc1ccc([C@H]2N[C@]3(CCCN(Cc4ccc(C(F)(F)F)cc4)C3=O)[C@H]3C(=O)N(Cc4ccccc4)C(=O)[C@@H]23)cc1	1.4	6	2	2	0.2	6	-1.4	-3	-6	0.2	-1.0
COc1ccccc1C(=O)Nc1nc2nc(-c3ccccc3)cc(=O)n2[nH]1	-1.3	1	-5	4	-0.8	2	-1.5	1	-4	1.0	-0.1
Cc1nccn1C[C@@H]1CCc2c(c3ccccc3n2C)C1=O	0.4	-3	-3	0	-0.3	-1	-0.9	-2	-4	1.3	0.1
Cc1cc(C(=O)Cn2cc(C(F)(F)F)ccc2=O)c(C)n1-c1ccccc1	3.0	0	-3	1	-0.6	2	-1.7	-1	3	-0.2	-1.1
Cc1ccc(S(=O)(=O)NC(=O)Nn2c(C)nnc2C)cc1	-1.2	2	6	7	2.8	7	-1.0	3	2	-1.7	0.2
CSc1ccccc1OCc1cc(C(=O)NC(C)c2cnn(C)c2)no1 (stereo unspecified)	2.0	4	1	2	1.2	-3	-1.2	4	3	2.2	0.3
COc1cc2c(cc1OC)C(c1cc3ccccc3oc1=O)=NC(C)(C)C2	-1.2	-171	5	-231	-1.2	-343	-1.7	2	-3	-0.5	0.7
CCOc1cccc(CN2CCC(N3CCC(C(=O)NCC4CCCO4)CC3)CC2)c1 (stereo unspecified)	-1.1	-7	1	1	-0.2	-18	-0.6	5	3	-1.2	-0.1
Clc1ccc(C=Cc2ccccn2)cc1	5.5	-3	-1	1	2.8	-1	0.6	19*	3	13*	3.3
CC(=O)c1cccc(NC(=O)CSc2ccc(-c3sc(C)nc3C)nn2)c1	-4.4	5	1	-2	-0.8	-7	-0.7	-2	0	-1.7	-2.0
CCN(CC)S(=O)(=O)c1cccc(NC(=O)COC(=O)/C=C/c2ccco2)c1	-1.3	4	-1	-2	-0.6	0	-1.5	-1	0	-0.5	0.5
CC(=O)Oc1ccc(/C=C2/CCc3ccccc3C2=O)cc1	7.3*	2	0	-15	-2.5	-27	0.7	1	1	6.6	2.4
CCN(CC(=O)Nc1ccccc1C(F)(F)F)C(=O)c1oc2ccc(OC)cc2c1C	-0.8	-9	0	-23	0.7	-21	-0.2	1	4	4.8	4.2*
CCOC(=O)N/N=C/c1cc(OC)c(O)c(OC)c1	0.1	-3	-1	0	0.4	-2	-0.7	-3	3	0.2	0.2
Cn1c2ccc(F)cc2c2nnc(SCC(=O)Nc3cccc(O)c3)nc21	0.1	-1	7	-4	0.0	-8	-0.7	2	2	0.2	-0.2
O=C(CN1CCCc2ccccc21)NC(=O)NCc1ccccc1	3.1	-5	0	0	1.2	-12	-0.7	-4	3	2.4	0.3
Cc1cc(C(=O)N(C)CC(=O)Nc2cccc(F)c2)no1	-0.3	-3	-4	2	-0.6	-7	-0.6	-1	1	-1.2	-0.4
CC(C)CCn1c(=O)c2sccc2n2c(CCCC(=O)N3CCN(c4ccccn4)CC3)nnc12	2.2	-1	-5	1	-0.9	-1	-1.4	-2	2	-1.1	-0.3
COCCCn1c(SCC(=O)Nc2ccc(NC(=O)c3ccco3)c(OC)c2)nc2ccccc2c1=O	-2.0	-3	-13	-1	0.2	-1	-1.5	-3	7	-3.5	-1.3
COc1cccc(NC(=O)Cn2c3ccccc3c3nc4n(c(=O)c32)CCS4)c1	-1.0	-6	-1	2	0.1	-6	-1.1	2	2	-0.9	0.4
COc1ccc(OC)c(NC(=O)C2=C(C)Nc3ncnn3C2c2cccs2)c1 (stereo unspecified)	-0.8	-4	5	0	-0.1	1	-1.2	-1	-1	-2.0	0.4
COc1ccccc1NC(=O)Cc1noc(CSc2cccc[n+]2[O-])n1	0.1	-4	-2	-5	-0.1	-1	-0.5	1	-7	1.7	-0.2
FC(F)(F)c1cccc(Cn2ccc3ccc(-c4ccc5ccn(Cc6cccc(C(F)(F)F)c6)c5c4)cc32)c1	-1.8	-6	4	-39	nt	-51	-0.9	-1	-2	3.4	-0.7
O=C(c1cccs1)N1C[C@@H](O)[C@H](n2cc(-c3ccc(F)cc3)nn2)C[C@@H]1c1ccccc1	-1.0	0	-5	-2	2.5	1	-2.1	-3	1	-2.1	-1.5
COc1ccc(-c2csc(C(C)(NC(C)=O)c3ccc(OC)cc3)n2)cc1 (stereo unspecified)	0.4	0	7	0	nt	2	-1.7	-1	-3	0.0	-0.3

Filtered by structure, the entries above containing an aryl thioether with sulfur outside any ring.
SMILES	hcDAF-12 act	ADAM17 inh	Rev-erbA mod	PLCg1 inh	DAX1 inh-1	PLC-beta3 inh	ssDAF12 agonist	SMARCA2 activ	MBD2 DNA inh	hgDAF12 agonist	DAX1 inh-2
COc1cccc(N2CC(C(=O)Nc3nnc(SCc4cccnc4)s3)CC2=O)c1 (stereo unspecified)	-0.9	4	1	6	-0.7	1	0.3	1	2	-2.8	-0.7
CSc1ccccc1OCc1cc(C(=O)NC(C)c2cnn(C)c2)no1 (stereo unspecified)	2.0	4	1	2	1.2	-3	-1.2	4	3	2.2	0.3
CC(=O)c1cccc(NC(=O)CSc2ccc(-c3sc(C)nc3C)nn2)c1	-4.4	5	1	-2	-0.8	-7	-0.7	-2	0	-1.7	-2.0
Cn1c2ccc(F)cc2c2nnc(SCC(=O)Nc3cccc(O)c3)nc21	0.1	-1	7	-4	0.0	-8	-0.7	2	2	0.2	-0.2
COCCCn1c(SCC(=O)Nc2ccc(NC(=O)c3ccco3)c(OC)c2)nc2ccccc2c1=O	-2.0	-3	-13	-1	0.2	-1	-1.5	-3	7	-3.5	-1.3
COc1ccccc1NC(=O)Cc1noc(CSc2cccc[n+]2[O-])n1	0.1	-4	-2	-5	-0.1	-1	-0.5	1	-7	1.7	-0.2

Further results follow:
SMILES	hcDAF-12 act	ADAM17 inh	Rev-erbA mod	PLCg1 inh	DAX1 inh-1	PLC-beta3 inh	ssDAF12 agonist	SMARCA2 activ	MBD2 DNA inh	hgDAF12 agonist	DAX1 inh-2
O=C(NCc1cccnc1)OC1CC2CC1[C@H]1CCCCN1C2=O (stereo partly specified)	0.0	-3	-9	-1	nt	-2	-0.1	-5	-1	1.8	0.5
O=C(CCc1c[nH]c2ccccc12)NCc1cccc(Cl)c1	-2.0	-5	-1	-2	-1.3	-10	-1.6	-3	2	-0.1	0.2
Cc1nonc1CN(C)C(=O)CC1C(=O)NCCN1Cc1c(F)cccc1Cl (stereo unspecified)	0.2	-2	0	-1	-0.2	-1	-0.7	-3	2	-0.7	0.7
COc1cccc(C2CC(C(F)(F)F)n3nc(C(=O)NCc4cccnc4)cc3N2)c1 (stereo unspecified)	0.2	2	2	1	-1.3	4	-1.1	2	1	-2.4	-1.6
O=C(OCC#CCSc1nnc(-c2cccc3ccccc23)o1)c1ccco1	-1.6	-8	6	-8	-0.6	-18	-1.1	-1	-6	-3.0	-0.7
CCC1Oc2ccccc2N(CC(=O)NCc2cccs2)C1=O (stereo unspecified)	1.9	0	-5	1	-0.2	-1	-0.8	-2	-1	4.1	-0.5
CCc1nnc(NC(=O)Cc2cc(OC)c(OC)c(OC)c2)s1	-0.2	-2	-1	-1	0.0	-4	-1.7	-3	3	-0.8	0.6
